CAL PDZ FP-1 – human CAL PDZ-peptide interaction inhibition; AID 504414; inhibition, % at 20 µM; Q9HD26; 330,000 compounds, 0.02% hits; purified CAL PDZ, TMR-peptide fluorescence polarization, 1 h;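 active means highest replicate inhibition of at least 40%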;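 further: plate controls were DMSO neutral control wells for no effect and unlabeled competitor peptide control wells for full effect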
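Material – purified CerCALP PDZ construct · Detection – FP readout, S and P plane fluorescence · Measure – percent inhibition from loss of millipolarization · Controls – unlabelled peptide for full inhibition, DMSO wells as neutral · Probe or stimulus – TMR-labelled reporter peptide T*-PRC34 bound in PDZ groove · Times – 1 h at RT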
MITF act – increases MITF-driven TRPM1 promoter luciferase signal. SK-MEL-5 TRPM1-promoter luciferase, 24 h; % of positive control, neutral wells = 0. 300,000 compounds, 0.75% hits. AID 588334. activation, % at 12.5 µM;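 active means mean activation of at least 80% with every replicate also reaching 80%; inconclusive means mean reaches 80% but some replicate falls short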;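 further: 0% = neutral control wells and 100% = parthenolide positive control wells; values of inactives mirror those of a sister screen read the other way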
PfHsp90 set2 – inhibits growth of yeast expressing Plasmodium falciparum Hsp90; S. cerevisiae expressing PfHsp90, BacTiter-Glo ATP, 48 h; yeast lacking PDR1 and PDR3 efflux regulators; 310,000 compounds, 0.32% hits; inhibition, % at 9.4 µM;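 active means every replicate shows inhibition above about 80%, whatever the replicate mean, limit read from the data; inconclusive means mean inhibition reaches the set limit but some replicate falls short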;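 further: 0% = DMSO neutral controls and 100% = 20 µM radicicol positive controls; yeast relying on Plasmodium falciparum Hsp90 in place of its own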
NSD2 HMT inh – NSD2 (human) methyltransferase inhibition | O96028 | NSD2 peptide methylation, AlphaScreen, 120 min | inhibition, % at 12.5 µM | 310,000 compounds, 0.54% hits | AID 743445; in the data active means inhibition above about 50%
Rtt109 Vps75 – C. albicans Rtt109 histone acetyltransferase inhibition; Q5AAJ8; purified Rtt109/Vps75, ThioGlo CoA-SH fluorescence, 4 h; inhibition, % at 34.9 µM; 330,000 compounds, 0.16% hits;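 active means inhibition of at least 50% in every replicate; inconclusive means best replicate reaches 50% inhibition but some replicates fall short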
Target sequence (Q5AAJ8 whole entry, looked up): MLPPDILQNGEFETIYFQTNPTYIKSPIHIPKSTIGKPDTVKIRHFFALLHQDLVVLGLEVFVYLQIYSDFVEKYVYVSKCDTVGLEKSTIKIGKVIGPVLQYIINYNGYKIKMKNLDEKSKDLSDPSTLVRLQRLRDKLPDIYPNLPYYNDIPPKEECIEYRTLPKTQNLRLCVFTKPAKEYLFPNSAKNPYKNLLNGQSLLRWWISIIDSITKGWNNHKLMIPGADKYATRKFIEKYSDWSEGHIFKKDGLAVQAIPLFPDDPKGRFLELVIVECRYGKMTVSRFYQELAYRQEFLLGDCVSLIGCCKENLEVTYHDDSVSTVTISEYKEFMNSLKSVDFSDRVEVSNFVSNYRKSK
SR-BI HDL uptake – mouse SR-BI HDL lipid transfer inhibition; Q61009; ldlA[mSR-BI] CHO cells, DiI-HDL uptake fluorescence, 3 h; inhibition, % at 12.5 µM; 320,000 compounds, 0.96% hits; AID 488896;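 active means mean replicate inhibition of at least 70% and a set share of replicates each scoring 70 or more; inconclusive means meets just one of the two criteria; inactive means fails both criteria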;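 further: 0% = median of neutral control wells and 100% = median of positive control wells; values of inactives mirror those of a sister screen read the other way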
PvdQ inh – blocks Pseudomonas aeruginosa PvdQ acylase activity; purified PvdQ acylase, fluorescence plate reader; inhibition, % at 10 µM; 340,000 compounds, 0.063% hits; AID 488965; in the data active means inhibition above about 30%, passing the limit was not always enough; inconclusive means no clear call, values can overlap the other calls;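 further: 0% = vehicle neutral wells and 100% = reference inhibitor wells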
SR-BI uptake up – enhances SR-BI lipid uptake from DiI-HDL; CHO ldlA[mSR-BI] cells, DiI-HDL uptake fluorescence, 3 h; 100 = double the neutral-control signal; activation, % at 12.5 µM; 320,000 compounds, 0.096% hits; AID 504775;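 active means mean replicate activation of at least 60% and every replicate at or above 60%; inconclusive means mean or all-replicate condition met, but not both; inactive means mean below 60% and not all replicates reaching 60%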;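 further: 0% = median plate neutral-control signal and 100% = twice that signal; values of inactives mirror those of a sister screen read the other way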
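Test system: SR-BI-overexpressing, LDLR-lacking CHO cells; Medium: Ham's F12 with 0.5% BSA, HEPES 25 mM, pH 7.4; Schedule: 3 h, 37 °C; Technique: bottom-read fluorescence, 550/595 nm.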
CAL PDZ FP-2 – inhibitors of human CAL PDZ peptide binding | 300,000 compounds, 0.92% hits | Q9HD26 | inhibition, % at 24.9 µM | AID 602252 | purified CAL PDZ, TMR-peptide fluorescence polarization, 1 h;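 active means mean inhibition of at least 30% with at least half of replicates also reaching 30%; inconclusive means no clear call, values can overlap the other calls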;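 further: 0% = DMSO neutral control and 100% = excess unlabeled competitor peptide PRC23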
dFosB activator – activators of mouse delta FosB homodimer; activation, % at 25 µM; P13346; 340,000 compounds, 0.99% hits; AID 493131; purified delta FosB, TAMRA-CDK5 oligo fluorescence polarization; percent of positive-control signal above neutral wells;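 active means mean activation above about 17%, with every replicate also reaching it, limit read from the data, passing the limit was not always enough; inconclusive means only one of the two conditions met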;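 further: fluorescence polarization rise as delta FosB binds a TAMRA Cdk5 AP-1 oligo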
Target sequence (P13346 whole entry, looked up): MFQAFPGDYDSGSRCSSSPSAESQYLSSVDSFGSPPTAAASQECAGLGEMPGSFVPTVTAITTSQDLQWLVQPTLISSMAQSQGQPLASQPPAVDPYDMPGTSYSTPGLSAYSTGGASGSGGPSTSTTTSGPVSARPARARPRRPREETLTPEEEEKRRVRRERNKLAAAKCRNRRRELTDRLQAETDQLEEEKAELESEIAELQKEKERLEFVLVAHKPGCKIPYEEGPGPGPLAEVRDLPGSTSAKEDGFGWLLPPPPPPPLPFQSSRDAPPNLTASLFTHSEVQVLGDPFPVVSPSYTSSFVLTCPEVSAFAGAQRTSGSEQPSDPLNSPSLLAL
Active calls of the source: *; ? = inconclusive; nt = not tested or not shown.

SMILES	CAL PDZ FP-1	MITF act	PfHsp90 set2	NSD2 HMT inh	Rtt109 Vps75	SR-BI HDL uptake	PvdQ inh	SR-BI uptake up	CAL PDZ FP-2	dFosB activator
COc1ccc(/C=N/NC(=O)c2c(-c3ccccc3)noc2C)cc1[N+](=O)[O-]	-2.5	-9	15	2	-1	9	-11	-9	-1	-9
CCCCOc1ccc(CSCCNC(=S)Nc2ccccc2)cc1	-0.7	8	-21	3	-8	37	-1	-37	-4	3
Cc1ccc(S(=O)(=O)c2nc(-c3ccco3)oc2NCC2CCCO2)cc1 (configuration not stated)	-2.1	-6	14	0	8	-14	-3	14	2	-3
CCN(C(=O)c1ccc(Cl)c(S(=O)(=O)Nc2c(C)n(C)n(-c3ccccc3)c2=O)c1)c1ccccc1	1.4	-25	4	-1	7	7	-4	-7	0	-12
Cc1cc(Cl)ccc1OCCCC(=O)NC1CCN(C)CC1	-0.3	3	nt	2	-6	-36	-11	36	-19	4
COc1ccc(N2CCN(C(=O)CS(=O)Cc3nc(-c4ccc(OC)c(OC)c4)oc3C)CC2)cc1 (configuration not stated)	-3.7	4	3	8	-3	61	-2	-61	-4	-3
CCOC(=O)CC(NCc1ccc(OC)c(OCC)c1)c1ccc(C)cc1 (configuration not stated)	-0.1	22	13	0	2	-23	-22	23	5	-1
CCOc1nc2cnccc2n(CC(=O)Nc2ccc(C)c(C)c2)c1=O	-3.0	7	-2	-3	-2	-10	-10	10	-1	-8
CCCCNc1ccc(C(=O)O)cc1	1.4	2	0	nt	-4	-31	8	31	3	-2
CN(CCc1ccccn1)C(=O)c1ccc(OC(F)(F)F)cc1	-2.8	2	nt	4	1	-3	-22	3	0	4
O=C(O)CCc1ccc(-c2ccccc2)n1Cc1ccco1	-2.1	-3	-2	0	3	6	4	-6	-2	-14
CCC(=O)Nc1nnc(SCc2ccccc2F)s1	-7.5	10	-17	-5	6	3	-10	-3	0	2
COc1ccc(CNc2nc(SC)n[nH]2)cc1OC	nt	6	-3	-1	4	-9	-4	9	-3	5
Cc1cc(-c2ccccc2)nc(N(C)NC(=O)C2CC2)c1S(C)(=O)=O	-0.5	-7	9	1	-2	0	-4	0	-4	-9
CCCNC(=O)c1ccc2c(c1)nc(C)n2-c1cccc(Cl)c1	-2.4	-4	5	2	-3	17	-12	-17	-4	-4
Cc1ccc(C)n1-c1nnc(N2CCC(C(=O)NCCCN3CCN(C)CC3)CC2)s1	0.3	-8	-1	nt	19	-8	14	8	nt	-3
Brc1ccccc1-c1nnc(CSc2nncn2-c2ccccc2)o1	-1.3	1	6	0	-3	-16	-9	16	3	4
COc1ccc(NC(=O)CN(C)C(=O)CSc2ccc3c(c2)OCCO3)cc1	-0.7	13	-10	-4	16	6	-13	nt	nt	6
CC1CN(C(=O)c2cc3ccccc3cc2O)CC(C)O1 (configuration not stated)	-2.0	-7	nt	-2	-6	-15	-15	15	-1	5
COc1cccc(OCC(O)CN2CCC(CN3C(=O)c4cccc5cccc(c45)C3=O)CC2)c1 (configuration not stated)	-1.9	5	-30	5	nt	38	-4	-38	0	46*
NS(=O)(=O)c1ccc(NS(=O)(=O)c2ccc(NC(=S)Nc3ccccc3)cc2)cc1	-2.6	1	2	2	8	-21	-3	21	-2	5
O=C(COC(=O)c1cccc(O)c1)NC(=O)Cc1ccccc1	21	4	10	1	1	-13	-8	13	-4	2
CC(C)NS(=O)(=O)c1ccc(NC(=O)C2CCCCC2)cc1	-1.5	10	12	2	-9	7	0	-7	nt	0
Cc1ccc(C)c2sc(N3CCN(C(=O)c4ccc([N+](=O)[O-])o4)CC3)nc12	-0.6	-48	nt	-1	20	30	7	-30	-2	-12
COc1ccc(C(C)N2CC34C=CC(O3)C(C(=O)O)C4C2=O)cc1 (configuration not stated)	-1.7	-11	-12	15	-7	-8	-3	8	-1	1
Cc1ccccc1C(=O)NC(=S)Nc1ccc(S(=O)(=O)N2CCN(C)CC2)cc1	0.8	-14	-12	3	-1	-1	-13	1	-20	-5
NC(=O)C1CCCN(C(=O)NC2CCCCC2)C1 (configuration not stated)	-1.3	nt	7	1	3	-8	-13	8	nt	4
Cn1ccnc1COc1ccc(/C=N/O)cc1	-0.3	5	12	0	7	-2	-9	2	-5	-4
CCOc1ccc(NS(=O)(=O)c2ccc(C(=O)N3CCC3)cc2)cc1	-0.4	-6	16	0	-3	8	-5	-8	-6	1
COc1ccc(CCC(=O)NCc2ccccc2OC)cc1	-2.7	0	-25	4	6	20	-7	-20	-3	1
CCN(Cc1ccncc1)Cc1nc(CC2CC2)no1	-0.6	-4	-16	-5	12	-8	-6	8	5	4
c1ccc(CSC2=NCCS2)cc1	nt	18	-38	-7	-1	-10	5	10	-5	5
CCC(CC)NC(=O)C1CCN(c2ccc(S(=O)(=O)N3CCOCC3)cc2[N+](=O)[O-])CC1	-1.0	4	-10	-1	-5	20	-10	-20	nt	-1
CCOC(=O)c1ccc(NC(=O)CC2C(=O)N(c3ccc(F)cc3)C(=O)N2CCCOC)cc1 (configuration not stated)	0.9	7	10	-5	0	15	-2	-15	nt	-13
Clc1ccc(-c2cnnc(-c3ccccn3)n2)cc1	-1.2	?	29	nt	1	14	7	-14	-4	-4
COc1ccccc1CCNC(=O)c1csc2c1CCCC2	-1.3	14	-2	-6	25	44	0	-44	0	-3
COc1ccc(S(=O)(=O)N(Cc2ccc(OC)c(OC)c2)Cc2ccco2)cc1	-0.4	nt	-24	8	2	41	-13	-41	-11	-9
COc1cc(NC(=O)N[C@@H](CCSC)C(=O)O)cc(OC)c1	-3.4	9	-4	-2	-9	nt	-12	nt	0	-3
O=C(O)CSc1nnc(-c2cccc(S(=O)(=O)N3CCCCC3)c2)o1	0.5	6	-5	-1	-9	-5	5	5	nt	7
CC1(C)CC(=O)C2=C(C1)N(Cc1ccccc1)C(=O)C2(O)C(F)(F)F (configuration not stated)	0.2	-8	-1	-4	-24	-15	-6	15	0	1
NC(=O)COC(=O)c1cc(-c2cccs2)nn1-c1ccccc1	-5.2	3	-2	-2	11	-17	-16	17	2	0
O=C(NCCCN1CCOCC1)c1cccnc1	-0.3	-6	1	-1	4	-17	6	17	0	-1
CCOC(=O)N1CCN(c2nc(C)c3c(n2)CCCC3=O)CC1	-0.5	nt	49	3	0	6	-11	-6	-1	-8
CCOC(=O)N1CCN(S(=O)(=O)c2ccc(OC)c(Cl)c2)CC1	-1.4	4	2	0	-8	1	-7	-1	1	1
COc1ccc(Nc2n[nH]c(C)c2[N+](=O)[O-])cc1	-2.4	79	2	2	2	-7	-5	7	-3	0
Cc1ccc(C(=O)NC(C)c2ccncc2)o1 (configuration not stated)	-1.5	1	13	-3	3	-18	-6	18	-7	7
O=C(CCCSc1ccccc1)Nc1cccc(CO)c1	-2.6	7	3	1	-2	nt	-11	nt	0	-7
O=C(NCCc1ccccc1)C(=O)c1c[nH]c2ccccc12	-1.9	nt	-17	2	3	-4	-17	4	-2	-5
CC(=O)Nc1nc2cc(C(N)=O)ccc2s1	-9.9	7	nt	nt	-3	32	-11	-32	-1	-1
CCN(CC)CC#CCC(C)(c1ccccc1)c1ccccc1	0.4	21	5	33	8	-30	-13	30	nt	2
CCN(c1ccccc1)S(=O)(=O)c1cccc(C(=O)NCC(c2ccco2)N2CCCCC2)c1 (configuration not stated)	-1.8	-11	13	-1	4	-18	2	18	nt	-10
Cc1ccc(C(=O)NCCCNC(=O)c2ccco2)cc1	-1.4	7	5	-1	2	nt	-14	nt	nt	0
COc1ccccc1NS(=O)(=O)c1ccc(OC)c([N+](=O)[O-])c1	-3.8	-5	11	1	-8	-14	2	14	-6	-3
O=C(/C=C/Nc1ccc(S(=O)(=O)Nc2ncccn2)cc1)c1ccc(Cl)c(Cl)c1	-1.2	-8	nt	1	-4	4	-4	-4	9	-27
Cc1ccc(NC(=O)[C@H](Cc2ccccc2)NC(=O)[C@@H]2Cc3ccccc3CN2)c(C)c1	-0.7	4	-6	-1	18	4	2	-4	4	-1
COc1ccc(CC(=O)Nc2ccc(S(=O)(=O)N3CCCC3)cc2)cc1OC	0.5	-4	nt	1	-2	18	-6	-18	nt	-5
CC(=O)Nc1sc(C)c(C)c1CN1CCN(Cc2ccccc2)CC1	-3.5	4	nt	-3	4	-18	2	18	-4	-3
COc1ccccc1NS(=O)(=O)c1cccc(C(=O)N2CCCC2)c1	-1.3	1	-6	-3	0	-23	-10	nt	0	-6
Cc1ccc(C2CC(c3ccc(Br)cc3)=NN2C(=O)CSC2=NN3CCCC(=O)N=C3S2)cc1 (configuration not stated)	-0.6	-8	-9	3	8	16	-4	-16	nt	-7
O=C(NCCCl)NNC(=O)c1cc2ccccc2cc1O	-1.2	-4	-24	8	-1	nt	-18	nt	-6	-15

The list continues.
SMILES	CAL PDZ FP-1	MITF act	PfHsp90 set2	NSD2 HMT inh	Rtt109 Vps75	SR-BI HDL uptake	PvdQ inh	SR-BI uptake up	CAL PDZ FP-2	dFosB activator
O=C(CCn1ccnc1)Nc1nc2ccccc2[nH]1	0.2	-6	11	-2	-9	-11	-16	11	-1	0
Cc1sc2nc(Cc3ccccc3)[nH]c(=O)c2c1-c1ccccc1	-0.1	17	-2	-5	-4	-6	6	6	nt	2
Cn1ncc(Cl)c1C(=O)Nc1sc2c(c1C(N)=O)CCC2	-0.7	nt	nt	0	8	56	-13	-56	-9	6
CCOC(=O)c1cc(C#N)c(SC)nc1-c1ccccc1	-1.8	nt	-13	-5	-1	36	2	-36	-4	-7
NC(=O)NNc1ncc(C(F)(F)F)cc1Cl	-2.9	-13	2	-1	1	-3	-8	3	-4	-5
CCc1cccc(NC(=O)C2CCCN(S(=O)(=O)c3cccs3)C2)c1 (configuration not stated)	-2.9	-10	20	0	0	19	-4	-19	6	-6
Cc1ccc(C)c(NS(=O)(=O)c2c(C)nc3sccn3c2=O)c1	-0.9	-7	10	nt	19	-16	-12	16	nt	-2
CCOc1ccc(Cc2nnc(SCC(=O)Nc3ccc(OC)cc3)n(N)c2=O)cc1	-1.5	-10	-45	-2	3	-20	-10	19	-2	-6
Cn1nnnc1SCC(=O)Nc1cccc(S(=O)(=O)N2CCCC2)c1	-0.2	-10	11	-3	0	nt	-13	nt	-5	0

dFosB activator: hit marks shown above.
SMILES	CAL PDZ FP-1	MITF act	PfHsp90 set2	NSD2 HMT inh	Rtt109 Vps75	SR-BI HDL uptake	PvdQ inh	SR-BI uptake up	CAL PDZ FP-2	dFosB activator
COc1cccc(OCC(O)CN2CCC(CN3C(=O)c4cccc5cccc(c45)C3=O)CC2)c1 (configuration not stated)	-1.9	5	-30	5	nt	38	-4	-38	0	46*

Compound activity as filed in PubChem BioAssay.
